hIAP block – human IAP inhibition; purified IAP, CDP-Star luminescence, 30 min; P09923; inhibition, % at 10 µM; AID 2544; 330,000 tested, 0.12% active;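 active = inhibition reaching a set limit with compound at 10 µM in the primary screen, cut at about 35% in these data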;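 also: plate controls were DMSO wells with enzyme for no effect and no-enzyme buffer wells for full effect; values of inactives mirror those of a sister screen read the other way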
mIAP activ – mouse IAP activation | AID 2805 | 330,000 tested, 0.24% active | activation factor at 10 µM | muIAP, CDP-Star luminescence, 30 min; active compounds read high; 1 = vehicle-only enzyme signal, 0 = enzyme-free wells;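 active = activation factor of at least 2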; also: the source names both 10 and 20 µM as test concentration; values of inactives mirror those of a sister screen read the other way
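Assay system: mouse IAP enzyme; reagent: chemiluminescent substrate CDP-Star; dosing: test compounds delivered from DMSO solution; schedule: 30 min at room temperature; measured by: luminescence from enzymatic CDP-Star hydrolysis; controls: DMSO-only wells and no-enzyme negative control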
hIAP act – human IAP activation; AID 2524; activation factor at 10 µM; 330,000 tested, 0.16% active; purified human IAP, CDP-Star luminescence, 30 min; active compounds read high; 1 = vehicle-only enzyme, 0 = enzyme-free background; P09923;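 active = activation factor of the enzyme at least 2-fold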; also: the source names both 10 and 20 µM as test concentration; values of inactives mirror those of a sister screen read the other way
NLRP3 yeast inh – inhibitors of NALP3 inflammasome in yeast; Yeast reconstituted NLRP3/ASC/caspase-1, beta-gal luminescence, 24 h; inhibition, % at 10 µM; 330,000 tested, 0.39% active; AID 2825;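 active = inhibition of 50% or more; inactive = inhibition below 50%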;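 also: plate controls were induced DMSO wells for no effect and uninduced yeast grown without galactose for full effect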
SENP1 FRET inh – SENP1 (human) catalytic domain inhibition; recombinant SENP1 catalytic domain, CyPet-SUMO1-YPet FRET cleavage; inhibition, % at 10 µM; 360,000 tested, 0.21% active; AID 624204;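 active = inhibition at least 30% at 10 µM, raw YFP signal under a set limit, fluorescence ratio 0.5 to 1.5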;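 also: 0% = enzyme with DMSO and 100% = no enzyme wells; some results filed as inactive read as strong as hits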
Target sequence (Q9P0U3 419-644 limits assumed): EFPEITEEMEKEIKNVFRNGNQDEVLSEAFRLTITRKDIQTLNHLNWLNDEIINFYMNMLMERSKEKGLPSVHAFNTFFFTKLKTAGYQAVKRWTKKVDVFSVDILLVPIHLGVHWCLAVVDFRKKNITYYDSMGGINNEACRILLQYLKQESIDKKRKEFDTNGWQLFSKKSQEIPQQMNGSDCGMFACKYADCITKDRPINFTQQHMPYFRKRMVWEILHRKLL
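Assay system: hSENP1 catalytic domain, recombinant. Amount: SENP1 enzyme, 20 pM final. Schedule: 50 min reaction, RT, dark. Technique: FRET, CFP and YFP emission. Control set: no-enzyme wells low, DMSO-plus-enzyme wells high control.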
mIAP inh – blocks mouse intestinal alkaline phosphatase | purified mouse IAP, CDP-Star luminescence, 30 min | inhibition, % at 10 µM | 330,000 tested, 0.2% active | AID 2806;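 active = inhibition of at least 40% at 10 µM in the primary screen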;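 also: plate controls were DMSO with enzyme for no effect and no enzyme wells for full effect; values of inactives mirror those of a sister screen read the other way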
beta cell repl – inducers of beta-cell replication in MIN6 cells; MIN6 cells proliferation, ATPlite luminescence, 48 h; cells starved in 0.2% serum; 100% = growth in 10% serum; proliferation, % at 10 µM; 330,000 tested, 0.29% active;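 active = compounds whose signal lies at least 3.5 SD above the mean of all wells on their plate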;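 also: 0% = DMSO-treated cells in low-serum medium and 100% = 10% serum control; some compounds called inactive have numbers as strong as hits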
A3G deaminase – blocks human APOBEC3G single-stranded DNA deamination. Q9HC16. recombinant A3G, ssDNA deamination FAM/TAMRA fluorescence. inhibition, % at 20 µM. 330,000 tested, 0.28% active;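 active = inhibition of at least 40% at 20 µM, with no more than 30% in the related APOBEC3A deaminase screen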;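 also: plate controls were DMSO wells with A3G for no effect and wells lacking A3G enzyme for full effect; some compounds called inactive have numbers as strong as hits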
Target sequence (Q9HC16 whole entry, looked up): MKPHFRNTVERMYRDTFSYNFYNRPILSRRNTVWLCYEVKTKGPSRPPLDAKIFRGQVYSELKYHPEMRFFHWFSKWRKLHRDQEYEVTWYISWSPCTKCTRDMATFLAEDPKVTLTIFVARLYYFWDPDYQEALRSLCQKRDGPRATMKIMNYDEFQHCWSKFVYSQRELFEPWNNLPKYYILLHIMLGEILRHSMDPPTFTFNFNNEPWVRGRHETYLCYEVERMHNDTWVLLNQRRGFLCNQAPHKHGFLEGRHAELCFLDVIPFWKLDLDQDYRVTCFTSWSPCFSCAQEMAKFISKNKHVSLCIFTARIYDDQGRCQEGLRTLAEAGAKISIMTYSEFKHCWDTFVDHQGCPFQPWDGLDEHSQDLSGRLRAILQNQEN
APOBEC3A inh – inhibitors of human APOBEC3A DNA deaminase; P31941; recombinant A3A, FAM/TAMRA ssDNA deamination fluorescence; inhibition, % at 20 µM; 330,000 tested, 0.41% active; AID 493011;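 active = at least 40% inhibition at 20 µM here, with at most 30% in a related deaminase screen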;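 also: plate controls were A3A with DMSO for no effect and wells lacking A3A enzyme for full effect; some results filed as inactive read as strong as hits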
Target sequence (P31941 whole entry, looked up): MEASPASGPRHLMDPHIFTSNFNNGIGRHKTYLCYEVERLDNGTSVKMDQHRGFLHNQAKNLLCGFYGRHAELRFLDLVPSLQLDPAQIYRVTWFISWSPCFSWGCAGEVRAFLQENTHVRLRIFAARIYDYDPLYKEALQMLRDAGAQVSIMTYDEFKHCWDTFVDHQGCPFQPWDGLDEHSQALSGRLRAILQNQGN
Active calls of the source: *; nt = not tested or not shown.

SMILES	hIAP block	mIAP activ	hIAP act	NLRP3 yeast inh	SENP1 FRET inh	mIAP inh	beta cell repl	A3G deaminase	APOBEC3A inh
O=C(Nc1ccc(CN2CCOCC2)cc1)c1ccc(-c2cccc([N+](=O)[O-])c2)o1	8	0.97	0.92	22	0	3	-2	-2	-3
CC(C)n1c(N2CCN(C(=O)c3cccs3)CC2)nc2ccccc21	-6	1.1	1.1	17	0	-5	-2	-12	-2
O=C(CNc1n[nH]c(=O)[nH]c1=O)N/N=C/C1CC=CCC1 (stereo not given)	1	1.1	0.99	-15	1	-5	-3	-3	2
CCOc1ccc(C(=O)Nc2c3c(nn2-c2cccc(C)c2C)CS(=O)C3)cc1 (stereo not given)	16	1	0.84	2	3	0	0	-6	-5
COc1ccc(OCc2cc(-c3ccc(Cl)cc3)no2)cc1	7	1	0.93	22	2	0	0	-5	-2
Cc1ccc(S(=O)(=O)NC(=O)NCc2ccc(F)cc2)cc1	-9	0.91	1.1	12	2	9	-4	-7	-2
COc1cccc2c1OC1(C)CC2NC(=O)N1c1cccc(C(=O)Nc2ccc3c(c2)OCCO3)c1 (stereo not given)	-6	0.94	1.1	13	0	6	0	0	-1
CCOC(=O)c1oc2cc(OCC(=O)OC)ccc2c(=O)c1-c1ccc(OC)c(OC)c1	3	0.97	0.97	-1	2	3	0	-6	1
CC(C)COP(=O)(OCC(C)C)C(O)c1ccc(F)cc1 (stereo not given)	-1	0.99	1	-4	1	1	2	-7	0
COc1cccc(-c2sc3ccc(OC)cc3c2-c2ccc(OC)cc2F)c1	3	0.98	0.97	10	1	2	-7	-5	-1
CCOc1ccc(NS(=O)(=O)c2ccc(C(=O)N(CC)CC(=O)NCc3cccs3)cc2)cc1	-1	0.99	1	4	-2	1	-1	-8	-3
CCCCNc1ncnc2c1cnn2-c1ccccc1	-13	1	1.1	45	1	-1	-7	-5	-5
C=C1[C@@H](OC(C)=O)CC[C@]2(C)[C@@H]1C[C@@H]1C[C@H](OC(C)=O)C(C)=C([C@@H](OC(C)=O)[C@@H]2OC(C)=O)C1(C)C	-12	1	1.1	1	-1	-5	-3	-4	-2
CN(C)S(=O)(=O)c1cccc(C(=O)NCC(C)(C)CNC(=O)c2cccc(S(=O)(=O)N(C)C)c2)c1	2	1	0.98	16	0	-1	0	0	1
COc1ccccc1C1=CC(=O)CC(C)(C)C1=O	-8	1.1	1.1	19	2	-10	-1	-1	2
O=C(NCC1CCCO1)C(=O)N/N=C/c1ccccc1C(=O)O (stereo not given)	4	0.87	0.96	18	3	13	-2	-5	2
CCOC(=O)c1c(C)[nH]c(C(=O)N2CCc3cc(OC)c(OC)cc3C2)c1C	3	1.2	0.97	17	1	-15	1	6	3
COC(=O)C1=C(C)N(C)C(=O)NC1c1ccccc1 (stereo not given)	16	0.95	0.84	2	1	5	-1	-7	-3
O=C(Cc1ccccc1)Nc1ncnc2c1C(c1ccccc1)c1c(ccc3ccccc13)O2 (stereo not given)	6	1.1	0.94	7	0	-12	-6	-1	0
CCN(CCn1cccn1)Cc1cn[nH]c1-c1ccc(OC)cc1F	1	1	0.99	5	-2	-2	-2	-7	-3

Brought forward from above: 2 compounds, then new ones.
SMILES	hIAP block	mIAP activ	hIAP act	NLRP3 yeast inh	SENP1 FRET inh	mIAP inh	beta cell repl	A3G deaminase	APOBEC3A inh
O=C(Cc1ccccc1)Nc1ncnc2c1C(c1ccccc1)c1c(ccc3ccccc13)O2 (stereo not given)	6	1.1	0.94	7	0	-12	-6	-1	0
CCN(CCn1cccn1)Cc1cn[nH]c1-c1ccc(OC)cc1F	1	1	0.99	5	-2	-2	-2	-7	-3
CCn1c(CNC(=O)COc2c(C)cccc2C)nnc1SCC(=O)Nc1nccs1	-11	1	1.1	13	0	-3	0	-1	1
C/C(CC(=O)Nc1ccc(OCc2ccccc2)cc1)=N\NC(=O)C(=O)Nc1ccc(C)c(Cl)c1	-5	0.91	1	26	0	9	-2	-10	-7
COc1ccc(C(=O)NNC(=O)CCC(=O)NNC(=O)c2ccc(OC)cc2)cc1	-80	0.71	1.8	14	1	29	3	-11	-4
CN(C)CC/C=C1/c2cc(F)ccc2CSc2ccc(F)cc21	6	0.97	0.94	22	1	3	-2	-4	-4
Cc1cc(NC(=O)CCC(=O)N(CC(=O)NCC2CCCO2)c2ccc(F)c(Cl)c2)no1 (stereo not given)	1	1	0.99	-8	0	-3	0	-4	-2
CCN(CC)S(=O)(=O)c1ccc(C(=O)NNC2=NS(=O)(=O)c3ccccc32)cc1	-15	0.97	1.1	21	2	3	1	-6	-3
Fc1ccc(CSc2ccc3nnc(-c4cccnc4)n3n2)cc1	-3	1	1	8	2	-3	4	-10	-2
CSc1cccc(NC(=S)N2CCC(N(C)C3CCCC3)CC2)c1	-22	1.2	1.2	2	1	-21	0	-6	-3
O=C(COC(=O)CN1C(=O)NC2(CCCCC2)C1=O)Nc1cc(F)ccc1F	16	0.96	0.84	11	1	4	-2	0	3
O=C(N/C(=C\c1ccccc1)C(=O)N1CCOCC1)c1ccco1	2	1	0.97	28	0	-4	2	-7	1
Cc1nc2ccccc2n1C(=O)N(C)C	6	1	0.94	7	-1	-4	-1	-4	1
COc1ccccc1C/C(N)=N/OC(=O)COc1cccc2ccccc12	-16	0.97	1.2	21	0	2	-3	-2	2
O=C(NC(=S)Nc1cccnc1)c1cccs1	9	0.94	0.91	7	-1	6	-1	2	3
COc1c(C)cc(C(=O)C2CCCN(Cc3cnc(N4CCOCC4)s3)C2)cc1C (stereo not given)	-3	1	1	5	0	-2	-1	-5	-3
C/C(=C\C(=O)c1ccncc1)Nc1ccccc1O	-1	0.89	1	38	4	11	-3	-3	2
CC1c2cc3c(cc2CCN1CC(=O)Nc1ccc(S(=O)(=O)N2CCCC2)cc1)OCCCO3 (stereo not given)	-31	1.1	1.3	-2	1	-5	-2	-4	-4
O=C(c1ccc(S(=O)(=O)N2CCCC2)cc1)N1CCN(S(=O)(=O)c2cccc(F)c2)CC1	-14	1	1.1	11	1	-1	-3	1	2
CC(=O)NC(CC(=O)Nc1cccc(S(=O)(=O)N2CCCC2)c1)c1ccccc1 (stereo not given)	-17	0.89	1.2	9	0	11	1	-7	10
Cc1cccc(/C=N/N2CCN(c3ccccc3)CC2)c1	-8	0.98	1.1	26	3	2	-2	-1	3
Cc1sc2nc3ccc(N4CCCCC4)nn3c(=O)c2c1C	6	0.83	0.94	7	-19	17	-3	6	-4
COc1ccccc1OCc1cc(C(=O)N2CCN(C)C(c3ccccc3)C2)no1 (stereo not given)	-24	0.87	1.2	36	-3	13	4	-2	-3
C/C=C/C(=O)OCC(=O)Nc1ccccc1Br	11	1	0.89	-3	0	-2	0	-4	3
Cc1ccc(S(=O)(=O)NNC(=O)C(O)(c2ccccc2C)c2ccccc2C)cc1	15	0.98	0.85	-5	2	2	0	-1	0
Cc1cc(=O)oc2c3c(cc(OCC(=O)N4CCC[C@H]4C(=O)O)c12)OC(C)(C)CC3	3	0.88	0.97	-2	0	12	2	-8	-3
CC(C)N1CC(C(=O)Nc2cccc([N+](=O)[O-])c2)CC1=O (stereo not given)	6	1	0.94	14	3	0	-2	-1	-2
O=C(NC1CCCC1)C(c1ccccc1)N(Cc1cccnc1)C(=O)Cc1cccs1 (stereo not given)	3	1.1	0.97	-1	1	-6	4	-5	-2
O=C(/C=N/O)NCC1CCNCC1	-11	1	1.1	17	-1	-5	-1	-1	1
COc1cc(NC(=O)C(C)C)ccc1NC(=O)c1cc2ccccc2o1	5	1	0.95	23	-1	-5	-3	-3	-3
CC(C)N(C(=O)[C@H]1CC(CC(=O)NCCC2=CCCCC2)C(=O)N2CCc3c([nH]c4ccccc34)[C@]12C)C(C)C (stereo not given in full)	-13	1.3	1.1	-3	-1	-28	-5	-9	-3
CCOc1ccccc1NC(=O)Cn1nnc(C(=O)NCCc2ccc(OC)c(OC)c2)c1N	-15	1.1	1.1	7	-1	-10	-2	-6	0
Cc1ccc(Cn2nnc3c(=O)[nH]c(C4CCCN(C(=O)Nc5ccc(F)cc5F)C4)nc32)cc1 (stereo not given)	-7	0.99	1.1	12	3	1	-3	-4	-3
Cc1ccc(CNC(=O)c2ccc(NS(=O)(=O)c3cccs3)cc2)cc1	14	1	0.86	21	1	0	-2	-15	-1
Brc1ccc(OCc2ccccc2)c(CNCc2ccncc2)c1	19	0.93	0.81	17	-1	7	-2	-4	1
O=C1CSC(c2ccccn2)N1c1ccc(Cl)c(Cl)c1 (stereo not given)	8	1	0.92	-2	1	-1	1	-8	-5
CCOC(=O)c1c(NC(=O)CSc2n[nH]c(N)n2)sc(CC)c1C	-16	1	1.2	6	1	-3	-3	6	5
Cn1c(SCC(=O)Nc2nc3c(s2)CCCC3)nnc1-c1ccccc1	5	1	0.95	10	2	-1	-3	-6	0
CCc1ccc(S(=O)(=O)NCCOc2cccc3cccnc23)cc1	10	1	0.91	0	-1	-1	1	-8	1
CCCN(CC1CC1)C(=S)Nc1ccccc1F	3	0.95	0.97	9	0	5	-2	-15	3
CC1OC(Nc2ccc(OC(F)(F)F)cc2)C(O)C(O)C1O (stereo not given)	0	1	1	13	-1	-4	-3	-1	0
S=c1[nH]c2cnccc2n1Cc1ccccc1	6	1.1	0.94	12	-3	-12	2	13	-4
COc1ccccc1CN(C)CC(=O)Nc1ccc(Cl)cc1C(F)(F)F	-3	1.1	1	12	2	-6	0	-4	-1
Cc1cccc(N=Nc2c(C)[nH]n(C(N)=S)c2=O)c1C	-41	0.94	1.4	27	nt	6	0	-3	-3
CCOc1ccc(C(C)=O)cc1CSc1nc(C)cc(C)n1	-8	0.89	1.1	10	-2	11	1	-1	2
CN1CCN(S(=O)(=O)c2ccc(Sc3nnc(-c4cccs4)n3-c3ccccc3)nc2)CC1	-2	1.1	1	4	1	-7	-1	-3	-1
CC(=O)Nc1ccc(NC(=O)CCCNC(=O)c2ccc(Cl)cc2)cc1	-15	1	1.1	14	1	-2	-2	-1	26
COc1cccc(/C=N/NC(=O)c2cnn(-c3ccccc3)c2N)c1	4	1	0.96	12	1	-2	0	-9	-3
Cc1ccc(C(=O)Nc2cccc(-c3ccc(N4CCOCC4)nn3)c2)cc1	-10	1	1.1	5	1	-3	-4	-12	-6
Cc1ccc(C(=O)NCC2CCCO2)cc1N1CCCC1=O (stereo not given)	16	1.1	0.84	4	1	-9	-2	0	1
O=C(O)c1ccc(-n2c(=O)c3ccccc3c3ccccc3c2=O)cc1	10	0.94	0.9	5	1	6	0	-6	-3
CC(C)C(=O)NC(=S)Nc1ccc(S(=O)(=O)N(C)C)cc1	-10	1.1	1.1	24	2	-7	0	-1	5
CCCn1c(N2CCN(CC(=O)Nc3ccc4c(c3)OCCO4)CC2)nc2ccccc21	-2	1	1	3	2	-1	3	0	0
CCN(CC(=O)Nc1ccc(OC)cc1)C(=O)c1ccccc1Sc1ccccc1C#N	-18	1	1.2	16	0	-3	-2	-10	-1
CC1(c2ccccc2)NC(=O)N(CC(=O)Nc2cc(S(=O)(=O)N3CCOCC3)ccc2Cl)C1=O (stereo not given)	-2	1	1	4	-1	-3	0	-4	-1
O=C(Nc1ccc(F)c(Cl)c1)C1CCCCC1	-10	1.1	1.1	17	2	-9	-2	-12	-1

Not all compounds are listed, so the mix of outcomes need not match the whole.
